HCMV antiviral = qHTS Assay for inhibitors of the human cytomegalovirus (HCMV); HFF cells, HCMV-luciferase reporter, 72 h; active compounds read low; activity change, negative = inhibition, % at 57.5 µM; 4.5% of 410,000 active; AID 1259415, 2018; in the data active = activity change below about -60%; inconclusive = no clear call, values can overlap the other calls; inactive = above about -39%; also: % is scaled to controls: 0 for no effect and ±100 for the full control effect
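Cell-based, HFFs, 1000 cells/well, 16 h 37C; cpds in DMSO + HCMV-luc, MOI 1 PFU/cell; 72 h 37C; OneGlo luminescence after 5 min RT; norm. to buffer vs Salinomycin 10uM.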
Shiga toxin inh = A qHTS for Small Molecule Inhibitors of Shiga Toxin; AID 2315, 2010; inhibition, % at 38.7 µM; 9.2% of 290,000 active; Vero cells, Shiga toxin protein synthesis inhibition reporter; in the data active = inhibition mostly above about 28%, no sharp cut-off; inactive = mostly below about 43%; also: 0% is about no effect
AMA1 RON2 block = qHTS for Inhibitors of AMA1-RON; Towards Development of Antimalarial Drug Lead: Primary Screen | Plasmodium falciparum AMA1 (3D7) - RON2 peptide interaction | AlphaScreen AMA1-biotinylated RON2 peptide binding | Potency, µM (series often up to 58.2 µM), for the others: at the highest dose activity change, negative = inhibition, most hits filed as inhibitors | 0.2% of 360,000 active | AID 720542, 2013;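 also: potency is read from the fitted curve at half-maximal effect; 0% = vehicle wells and -100% = peptide control; nearly all actives have a fitted effect of over 45% in size; some results filed as inactive show a strong effect at the top dose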
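AMA1 (3D7) with his tag at 25 nM final met compounds first, then biotinylated RON2 peptide at 25 nM; detection used donor plus acceptor beads, 10 µg/mL apiece, read by AlphaScreen after 30 min at room temperature.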
Cycloheximide cs = Cycloheximide Counterscreen for Small Molecule Inhibitors of Shiga Toxin; cell reporter, cycloheximide protein synthesis inhibition counterscreen; max response, %; 12% of 300,000 active; AID 2314, 2010; in the data active = max response mostly above about 13%, no sharp cut-off; inactive = mostly below about 14%; also: read at 38.3 µM for the half of the compounds with a filed dose; 0% is about no effect
AmpC detergent = qHTS Inhibitors of AmpC Beta-Lactamase (assay with detergent) | AmpC hydrolysis of nitrocefin, absorbance 480 nm, 0.01% Triton | 0.041% of 370,000 active | P00811 | AID 485294, 2010 | Potency, µM (highest dose often 114 µM), without a hit: top-dose activity change, negative = inhibition, actives largely listed as inhibitors;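 also: potency is read from the fitted curve at half-maximal effect; 0% = no-compound wells and -100% = no-enzyme wells; nearly all actives have a fitted effect of over 25% in size; some results filed as inactive show a strong effect at the top dose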
Target sequence (P00811 whole entry, looked up): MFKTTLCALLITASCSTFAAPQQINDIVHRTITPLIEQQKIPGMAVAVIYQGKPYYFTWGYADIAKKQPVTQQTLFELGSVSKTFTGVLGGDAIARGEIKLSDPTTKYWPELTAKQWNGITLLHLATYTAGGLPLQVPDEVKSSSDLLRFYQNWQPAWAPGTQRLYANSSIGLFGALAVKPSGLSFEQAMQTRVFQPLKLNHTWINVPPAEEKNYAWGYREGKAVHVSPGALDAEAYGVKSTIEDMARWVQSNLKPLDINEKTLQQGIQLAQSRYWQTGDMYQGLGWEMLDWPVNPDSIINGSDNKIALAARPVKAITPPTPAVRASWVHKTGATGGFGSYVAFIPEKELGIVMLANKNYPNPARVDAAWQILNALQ
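AmpC (5.3 nM in the dispensed reagent) in 20 mM phosphate pH 7.0 with 0.01% (detergent screen) or 0.0001% Triton X-100 was preincubated with compounds for 15 min at room temperature. Nitrocefin was then added from an 800 uM solution, and hydrolysis was followed at 480 nm.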
FBPA Giardia inh = qHTS Assay for Inhibitors of Fructose-1,6-bisphosphate Aldolase from Giardia Lamblia | purified Giardia FBPA | Potency, µM (titrated, usually from 59.6 µM), inactives show at the highest dose activity, negative = inhibition, usual class: inhibitors | 0.71% of 290,000 active; also: potency is read from the fitted curve at half-maximal effect; % is scaled to controls: 0 for no effect and ±100 for the full control effect; nearly all actives have a fitted effect of over 55% in size
Target sequence (A8B2U2 whole entry, looked up): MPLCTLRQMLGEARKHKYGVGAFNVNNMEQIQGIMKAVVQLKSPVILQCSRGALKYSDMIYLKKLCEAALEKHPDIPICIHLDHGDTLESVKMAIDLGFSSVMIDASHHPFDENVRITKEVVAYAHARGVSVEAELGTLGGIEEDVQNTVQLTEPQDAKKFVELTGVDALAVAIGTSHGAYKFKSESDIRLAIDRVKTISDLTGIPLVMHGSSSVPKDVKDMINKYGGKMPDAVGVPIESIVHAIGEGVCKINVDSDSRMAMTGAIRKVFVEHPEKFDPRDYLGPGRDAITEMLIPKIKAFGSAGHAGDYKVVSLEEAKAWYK
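40 nM FBPA preincubated 10 min at RT with compound (up to 57.5 uM final), then substrate plus GAPDH/TPI/NAD/arsenate coupling and diaphorase/resazurin added. Fluorescence read after 20 min at RT, 525/598 nm.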
AmpC inh no detg = qHTS Inhibitors of AmpC Beta-Lactamase (assay without detergent); AID 485341, 2010; 0.52% of 330,000 active; P00811; AmpC nitrocefin hydrolysis, absorbance 480 nm, 0.0001% Triton; Potency, µM (series often up to 57.1 µM), for the others: at the highest dose activity change, negative = inhibition, usual class: inhibitors;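 also: potency is read from the fitted curve at half-maximal effect; plate controls were no compound for no effect and no enzyme for full effect; nearly all actives have a fitted effect of over 20% in size; some results filed as inactive show a strong effect at the top dose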
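AmpC (5.3 nM in the dispensed reagent) in 20 mM phosphate pH 7.0 with 0.01% (detergent screen) or 0.0001% Triton X-100 was preincubated with compounds for 15 min at room temperature. Nitrocefin was then added from an 800 uM solution, and hydrolysis was followed at 480 nm.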
An asterisk follows results filed as active; u = inconclusive; x = not tested or not shown; & = joins results of further samples; [ ] = dose if it differs, or a comment. Unless noted, calls follow the shape of the dose curve; as a rule, active = well fitted curve in the direction sought with a large enough effect; inconclusive = small, poorly fitted or top-dose-only effect, or another doubt; inactive = no such curve, though single readings can be large; an effect the other way counts as inactive or inconclusive.

SMILES	HCMV antiviral	Shiga toxin inh	AMA1 RON2 block	Cycloheximide cs	AmpC detergent	FBPA Giardia inh	AmpC inh no detg
CC(C)N(Cc1ccccc1)S(=O)(=O)c1ccc2c(c1)NC(=O)CO2	-27	-1	-1%	-10	-1%	x	-20%
O=CC(Cl)P(=O)(N1CCCCC1)N1CCCCC1 (stereo not drawn)	77	-8	-7%	-3	-2%	2%	-1%
CCc1ccc2[nH]c(=O)c(CN(Cc3ccccc3OC)C(=O)Nc3ccccc3OC)cc2c1	-24	-10	-16%	-1	-3%	-3%	-14%
COc1ccc2nc(-c3ccccc3)nc(C3CCCCC3)c2c1	-3	x	5%	x	-12%	x	-21%
Cc1ccc(/C=C2/SC(=S)N(c3ccc(S(=O)(=O)Nc4nccs4)cc3)C2=O)cc1	-7	-5	3%	1	-5%	7%	u
CC1CCCC(NC(=O)CSc2nnc(C(F)(F)F)n2C)C1C (stereo not drawn)	u	x	4%	x	-12%	x	-6%
OCCC1CN(CC#Cc2ccccc2)CCN1Cc1ccccc1F (stereo not drawn)	-19	4	-10%	-3	-2%	3%	81%[activator]
COC(=O)c1ccc(Cn2cnc3cnccc32)cc1	u	x	8%	-5	u	u	-10%
Cc1ccc(C(C(=O)NCc2ccc(F)cc2)N(Cc2ccco2)C(=O)c2snc(C(N)=O)c2N)o1 (stereo not drawn)	-81*	-10	1%	-3	-3%	-1%	2%
O=C(O)CN1C(=O)/C(=C/c2ccsc2)SC1=S	21	-13	-13%	-7	0%	11%	-9%
COC(CNC(=O)C1CC(=O)N(CCc2ccc(C)cc2)C1)OC (stereo not drawn)	-4	3	-5%	9	2%	-7%	-13%
O=C(NCCCN1CCOCC1)C(=O)NCC1OCCCN1S(=O)(=O)c1cc(F)ccc1F (stereo not drawn)	55	-2	11%	2	5%	x	43%

Continued; the last 4 above are carried over.
SMILES	HCMV antiviral	Shiga toxin inh	AMA1 RON2 block	Cycloheximide cs	AmpC detergent	FBPA Giardia inh	AmpC inh no detg
Cc1ccc(C(C(=O)NCc2ccc(F)cc2)N(Cc2ccco2)C(=O)c2snc(C(N)=O)c2N)o1 (stereo not drawn)	-81*	-10	1%	-3	-3%	-1%	2%
O=C(O)CN1C(=O)/C(=C/c2ccsc2)SC1=S	21	-13	-13%	-7	0%	11%	-9%
COC(CNC(=O)C1CC(=O)N(CCc2ccc(C)cc2)C1)OC (stereo not drawn)	-4	3	-5%	9	2%	-7%	-13%
O=C(NCCCN1CCOCC1)C(=O)NCC1OCCCN1S(=O)(=O)c1cc(F)ccc1F (stereo not drawn)	55	-2	11%	2	5%	x	43%
Cc1cc(NS(=O)(=O)c2ccc(NC(=O)c3oc4ccccc4c3C)cc2)no1	53	-31	30µM*	11	-5%	14%	u
CC1(C)CC(=O)C(C2=NC3(CCCCC3)Cc3ccccc32)=C(O)C1	-3	9	-2%	-5	5%	5%	54%
COc1ccc(C2C(C(=O)c3ccco3)=C(O)C(=O)N2CCOCCO)cc1OC (stereo not drawn)	39	19	-14%	2	2%	u	30%
Cn1c(SCC(=O)Nc2ccccc2)nc2ccccc2c1=O	u	4	4%	-3	u	2%	-22%
COC(=O)C1CCN(C(=O)CSc2nc3ccc(OC)cc3[nH]2)CC1	-35	-9	-8%	4	5%	-2%	-33%
CCOC(=O)c1cc2nc(-c3ccco3)cc(C(F)(F)F)n2n1	-14	5	12%	-5	-9%	7%	-7%
O=C1c2ccccc2-c2n[nH]c3cccc1c23	-14	x	0%	x	x	-5%&-6%	x
CC(NC(=O)C(CC(=O)OC(C)(C)C)NC(=O)OC(C)(C)C)C(N)=O (stereo not drawn)	32	-4	2%	-4	u	x	-6%
CCCCCCc1cc2cc(C(=O)Nc3ccc(OC)cc3)c(=O)oc2cc1O	-61*	-9	-1%	-2	2%	1%	-21%
COc1ccccc1C(=O)Nc1ccc2c(c1)CN(Cc1cnc(C)s1)CC2	u	29*	-15%	12*	-4%	x	69%[activator]
CSCCC1(C(=O)O)NC(c2ccccc2O)C2C(=O)N(C(C)C)C(=O)C21 (stereo not drawn)	21	11	147%[activator]	2	u	u	-3%
O=C(c1sc2ccccc2c1Cl)N1CCN(CCc2ccccn2)CC1	u	-1	0%	-2	-1%	0%	232%[activator]

By substructure: the compounds so far containing fluorine (five)
SMILES	HCMV antiviral	Shiga toxin inh	AMA1 RON2 block	Cycloheximide cs	AmpC detergent	FBPA Giardia inh	AmpC inh no detg
CC1CCCC(NC(=O)CSc2nnc(C(F)(F)F)n2C)C1C (stereo not drawn)	u	x	4%	x	-12%	x	-6%
OCCC1CN(CC#Cc2ccccc2)CCN1Cc1ccccc1F (stereo not drawn)	-19	4	-10%	-3	-2%	3%	81%[activator]
Cc1ccc(C(C(=O)NCc2ccc(F)cc2)N(Cc2ccco2)C(=O)c2snc(C(N)=O)c2N)o1 (stereo not drawn)	-81*	-10	1%	-3	-3%	-1%	2%
O=C(NCCCN1CCOCC1)C(=O)NCC1OCCCN1S(=O)(=O)c1cc(F)ccc1F (stereo not drawn)	55	-2	11%	2	5%	x	43%
CCOC(=O)c1cc2nc(-c3ccco3)cc(C(F)(F)F)n2n1	-14	5	12%	-5	-9%	7%	-7%

More entries.
SMILES	HCMV antiviral	Shiga toxin inh	AMA1 RON2 block	Cycloheximide cs	AmpC detergent	FBPA Giardia inh	AmpC inh no detg
COc1cccc(C(=O)NN2CC(O)=C(c3nc4ccccc4s3)C2=N)c1	1	-13	25%	-2	u	2%	-11%[2.29 µM]
Cc1ccc(/C=C\c2nccc3c2[nH]c2ccccc23)cc1	141	59	17%	33*	6%	-7%	-34%
COc1ccc(C(=O)NC2CCN(C(=S)Nc3ccc(C)cc3)CC2)cc1	-14	-14	13%	-2	8%	-2%	-21%
Cc1cccc(OCc2nnc(SC(C)C(=O)O)n2-c2ccccc2)c1 (stereo not drawn)	4	x	9%	-2	-14%	17%	-18%
COc1cccc(CN(CC2CCCO2)C(=O)c2cc3ccccc3oc2=O)c1 (stereo not drawn)	-10	77*	19%	44*	6%	2%	24%
O=C(O)c1ccccc1C(=O)N1N=C2/C(=C/c3cccc([N+](=O)[O-])c3)CCCC2C1c1cccc([N+](=O)[O-])c1 (stereo not drawn)	32	40	-5%	16	u	0%	-43%
CC(O)c1nc2cc([N+](=O)[O-])ccc2n1Cc1ccccc1 (stereo not drawn)	-32	-15	0%	-3	0%	0%	-9%
COC(=O)c1ccc(NC(=O)c2ccc(NS(=O)(=O)c3cccc4cccnc34)cc2)cc1	x	2	47%[activator]	-5	2%	-4%	-42%
Fc1cccc(F)c1CN1CCN(c2ncccn2)CC1	1	-3	-4%	-1	-2%	-12%	-11%
Cc1ccc(N2C(=O)C3C(C2=O)C2C=CC3C23CC3)c([N+](=O)[O-])c1 (stereo not drawn)	-12	-7	-2%	7	6%	5%	-14%
COc1ccccc1-n1c(-c2ccoc2)nc2ccccc2c1=O	-10	-8	-4%	-5	u	0%	-12%
O=S(=O)(c1ccccc1Cl)N1CCCC(c2nc(-c3cccnc3)no2)C1 (stereo not drawn)	-30	2	-4%	0	u	19%	26%
COc1ccc(Cl)cc1NC(=O)CN1CCC(n2nnc3cc(F)ccc32)CC1	5	-12	11%	-4	-13%	3%	-9%
CCCc1nnc(SCC(=O)NC2CC2)n1CC	-16	-5	6%	-9	7%	18%	-12%
CCOC(=O)c1ccc(NC(=O)C(=O)NCc2ccc(/C=C(/C#N)C(=O)NCCOC)o2)cc1	-24	17	8%	7	-1%	0%	-12%
CS(=O)(=O)N(CC(=O)N1CCN(c2ccccc2)CC1)c1cccc(Br)c1	10	-8	-4%	-7	u	-2%	36%
Cc1c(NC(=O)C(C)OC(=O)/C=C/c2ccco2)c(=O)n(-c2ccccc2)n1C (stereo not drawn)	-19	17	10%	-2	2%	5%	-5%
CCC(C)C(=O)NCCc1ccc(S(N)(=O)=O)cc1 (stereo not drawn)	35	-3	-2%	-5	-11%	5%	-12%
COC(=O)c1ccc(NC(CC(C)C)C(=O)OC)c([N+](=O)[O-])c1 (stereo not drawn)	19	-17	-7%	-7	u	3%	17%
CCCC(=O)N/C(N)=N/c1nc2ccccc2o1	23	87*	94%[activator]	51*	-6%	6%	-28%
O=C(C1CCCN(C2CC(=O)N(c3ccc(F)cc3)C2=O)C1)N1CCCC1 (stereo not drawn)	34	-11	45%[activator]	-1	5%	x	-6%
CC(C)(C)OC(=O)N1CCC(c2c(C(=O)NC3CC3)cnn2-c2ccc(Cl)cc2)CC1	-10	4	-3%	8	-12%	-4%	97%[activator]
CC(=O)NCCc1ccc(C(=O)Cn2cnc3ccccc3c2=O)cc1	53	78*	11%	79*	0%	-1%	-4%
O=C(Nc1nncs1)c1cccc(S(=O)(=O)N2CCCCC2)c1	12	11	13%	-1	u	20%	-35%
CC(C)=CCc1c(O)ccc2c1OC(c1ccc(O)c(O)c1)CC2=O (stereo not drawn)	-6	4	-22%	14*	3%	-17%	-53%
CCCOP(=O)(c1ccc(N(C)C)cc1)C(O)c1ccncc1 (stereo not drawn)	42	-15	-1%	-6	-4%	1%	-18%
Cc1ccc(Nc2nnc(-c3ccc(N4CCOCC4)c([N+](=O)[O-])c3)c3ccccc23)cc1	-89*	-8	2%	-2	u	-8%	-40%
O=C(COc1ccc(-c2nnco2)cc1)Nc1cc([N+](=O)[O-])ccc1F	-26	x	7%	x	x	x	-27%
C=CCn1c(N2CCCC2)nc2c1c(=O)n(C)c(=O)n2C	1	4	-7%	-3	1%	-1%	10%
COC(=O)C1=NN(C(=O)c2cccc(Cl)c2)C(O)(C(C)(C)C)C1 (stereo not drawn)	-23	92*	34%[activator]	51*	-14%	25%	-28%

Source: PubChem BioAssay (National Center for Advancing Translational Sciences (NCATS))

This is a random part of the collection; any-hit rate near 16%.
